Apaf1 inhib = blocks human Apaf-1 apoptosome activity. reconstituted apoptosome caspase-3 activity, DEVD-Rh110 fluorescence. inhibition, % at 20 µM. actives 0.71% (n = 330,000). AID 489030; active = inhibition of at least 40% at 20 µM;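 note: plate controls were DMSO wells for no effect and DEVD-CHO caspase inhibitor wells for full effect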
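Material: reconstituted apoptosome with Apaf-1, cytochrome c, caspase-9, procaspase-3, dATP; medium: pH 7.5 Hepes buffer with CHAPS, BSA, DTT; also added: cytochrome c and DEVD-Rh110 substrate; timing: 30 min plus 50 min, RT; signal: Rh110 fluorescence intensity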
SENP8 block-1 = blocks human SENP8 cleavage of Nedd8 substrate; Q96LD8; recombinant SENP8, Nedd8 substrate fluorescence; inhibition, % at 20 µM; actives 0.64% (n = 360,000); AID 602440; in the data active = inhibition mostly above about 40%, no sharp cut-off; inactive = mostly below about 27%
Target sequence (Q96LD8 whole entry, looked up): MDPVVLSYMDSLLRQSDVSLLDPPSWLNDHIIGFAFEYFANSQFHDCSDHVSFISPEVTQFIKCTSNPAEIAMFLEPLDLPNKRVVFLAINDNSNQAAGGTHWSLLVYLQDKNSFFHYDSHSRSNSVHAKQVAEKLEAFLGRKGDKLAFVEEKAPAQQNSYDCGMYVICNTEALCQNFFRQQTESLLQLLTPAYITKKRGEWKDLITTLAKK
SENP6 inh = blocks the human protease SENP6; Q9GZR1; Recombinant SENP6 catalytic domain, aminoluciferin luminescence; inhibition, % at 10 µM; actives 1.8% (n = 330,000);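 active = inhibition above about 50% at the single tested dose, limit read from the data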;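 note: plate controls were DMSO wells with enzyme for no effect and DMSO wells lacking enzyme for full effect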
SENP1 FRET inh = blocks the human SENP1 SUMO protease catalytic domain; Q9P0U3; recombinant SENP1 catalytic domain, CyPet-SUMO1-YPet FRET cleavage; inhibition, % at 10 µM; actives 0.21% (n = 360,000); AID 624204;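 active = inhibition at least 30% at 10 µM, raw YFP signal under a set limit, fluorescence ratio 0.5 to 1.5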;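 note: 0% = enzyme with DMSO and 100% = no enzyme wells; some results filed as inactive read as strong as hits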
Target sequence (Q9P0U3 419-644 limits assumed): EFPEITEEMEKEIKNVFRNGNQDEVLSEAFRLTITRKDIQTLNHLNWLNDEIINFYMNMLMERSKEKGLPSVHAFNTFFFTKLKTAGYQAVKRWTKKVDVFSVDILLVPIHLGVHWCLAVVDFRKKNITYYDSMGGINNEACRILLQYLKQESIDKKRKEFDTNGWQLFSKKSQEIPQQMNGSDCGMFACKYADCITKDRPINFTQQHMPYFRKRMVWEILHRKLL
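Compound: 10 µM single point, 0.5% DMSO; Test system: hSENP1 catalytic domain, recombinant; Timing: 50 min reaction at room temperature; Technique: FRET, CFP and YFP emission; Control set: no-enzyme wells low, DMSO-plus-enzyme wells high control.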
PfG6PD inh = PfG6PD (Plasmodium falciparum) enzyme inhibition | AID 504690 | actives 0.78% (n = 350,000) | PfGluPho enzyme, NADPH resazurin-diaphorase fluorescence | inhibition, % at 20 µM;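 active = inhibition reaching at least a set limit at 20 µM in the primary screen, cut at about 59% in these data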;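 note: 0% = DMSO wells with substrate and 100% = DMSO wells lacking glucose-6-phosphate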
SENP8 block-2 = SENP8 protease inhibition | AID 2540 | purified SENP8, Z-RLRGG-aminoluciferin cleavage, luminescence | actives 1.2% (n = 330,000) | inhibition, % at 10 µM; in the data active = inhibition above about 50%
HKDC1 inhibitor = blocks human hexokinase HKDC1 activity; recombinant HKDC1, G6PDH/diaphorase resazurin coupled fluorescence; inhibition, % at 20 µM; actives 0.16% (n = 340,000); AID 493160;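 active = inhibition above about 35% when tested at 20 µM, limit read from the data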;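 note: plate controls were DMSO wells with enzyme for no effect and DMSO wells lacking enzyme for full effect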
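Assay system: in-house recombinant HK5 (HKDC1) enzyme. Input: HKDC1 at 5 µg/mL. Medium: Tris pH 8.0 buffer with MgCl2, Tween-20, BSA, BME. Dosing: single 20 µM dose. Schedule: 90 min reaction incubation at room temperature, dark. Signal: resazurin-to-resorufin fluorescence via G6PDH and diaphorase coupling, 525/613 nm. Controls: DMSO-enzyme wells negative, buffer-substituted wells positive.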
SENP7 inh = inhibitors of human SENP7 protease | actives 1.5% (n = 330,000) | recombinant SENP7, Z-RLRGG-aminoluciferin luminescence, 40 min | Q9BQF6 | inhibition, % at 5 µM | AID 434973;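 active = inhibition above about 50% at the single test dose, limit read from the data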;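 note: plate controls were DMSO with enzyme for no effect and no enzyme buffer wells for full effect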
Target sequence (Q9BQF6 706-1050 limits assumed): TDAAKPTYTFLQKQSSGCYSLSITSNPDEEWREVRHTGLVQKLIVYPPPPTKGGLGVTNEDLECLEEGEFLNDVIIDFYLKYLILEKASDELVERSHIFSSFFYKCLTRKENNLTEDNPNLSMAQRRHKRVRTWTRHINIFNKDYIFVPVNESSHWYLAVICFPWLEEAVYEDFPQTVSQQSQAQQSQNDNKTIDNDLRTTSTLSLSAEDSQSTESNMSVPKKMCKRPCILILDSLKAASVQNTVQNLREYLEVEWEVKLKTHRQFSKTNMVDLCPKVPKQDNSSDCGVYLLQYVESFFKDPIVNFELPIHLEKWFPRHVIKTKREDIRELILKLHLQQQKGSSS
* hit, by the source's call; i = inactive; . = not tested or not shown.

#	molecule	PfG6PD inh	SENP1 FRET inh	Apaf1 inhib	HKDC1 inhibitor	SENP7 inh	SENP8 block-2	SENP8 block-1	SENP6 inh
1	CCCCN1C(=O)NC2NC(=O)NC21 (stereo unspecified)	-14	1	-7	-2	-4	-2	12	-5
2	NNC(=O)CC(=O)NC1(Cc2ccc(O)cc2)CCCCC1	-8	2	4	4	2	-5	8	7
3	CCOc1ccccc1NC(=O)Cn1c(=O)n(CCC(=O)NC2CCCC2)c(=O)c2ccccc21	.	3	4	.	4	0	20	-1
4	CC(C)c1ccc(C2N3CC4([N+](=O)[O-])CN2CC([N+](=O)[O-])(C3)C4(C)C)cc1 (stereo unspecified)	20	0	-14	-11	6	-4	8	9
5	Cc1cccc(Cn2c(N3CCN(C)CC3)nc3c2c(=O)n(C)c(=O)n3C)c1	2	0	15	6	1	5	30	1
6	O=C(NCc1cc(C(F)(F)F)ccc1Cl)c1cccc2c1C(=O)c1ccc(Cl)cc1S2(=O)=O	.	.	-3	.	8	6	.	-3
7	CC(=O)c1c(O)cc(O)c(C(C)=O)c1O	-21	-2	6	-6	2	-2	45*	1
8	O=C1Nc2cc(Cl)c(Cl)cc2N(O)N1c1ccc(Cl)cc1	-5	2	-21	-2	-2	-3	8	-11
9	CCCCn1c(N)c(N(Cc2ccccc2OC)C(=O)COc2ccccc2C#N)c(=O)[nH]c1=O	-6	2	-23	-6	-1	-7	13	-4
10	CC1=C(C(=O)N(C)C)C(c2ccccc2OC(F)F)NC(=O)N1 (stereo unspecified)	3	-4	-1	-9	5	-8	0	-6
11	Cn1sc(=O)c2cc(S(=O)(=O)NC3CC3)ccc21	66*	-3	1	-2	8	-7	-26	-27
12	COc1cccc(Nc2cc(C)nc3nc(C)nn23)c1	-2	0	2	2	-19	-4	14	-10
13	CCn1cnc2cc(NCc3ccc(C)cc3)ccc21	19	-15	-6	3	-9	-13	-118	-20
14	O=C(NCc1ccccc1Cl)C(=O)c1cn(CC(=O)N2CCOCC2)c2ccccc12	-1	3	1	-6	-12	-4	13	6
15	Cc1ncc([N+](=O)[O-])n1CCOC(=O)c1cc(Cl)cc(Cl)c1N	3	-2	9	6	-2	-9	-148	-16
16	COc1ccc(NC(=O)CSCC(=O)N(C)CC(=O)Nc2c(C)cccc2C)cc1	0	1	-1	-1	1	-5	2	-1
17	CCOC(=O)C1=CN(Cc2ccco2)S(=O)(=O)N(C)C1c1ccc2ccccc2c1 (stereo unspecified)	16	0	18	11	10	.	1	.
18	COc1cc(/C=N/Nc2cccc3cccnc23)cc(OC)c1O	38	-59	7	1	-5	-3	-46	10
19	O=C(NCc1ccco1)c1ccc(Cl)c(S(=O)(=O)N2CCOCC2)c1	-5	3	2	-12	-1	0	19	-5
20	CCOC(=O)C1(Cc2cccc(F)c2)CCN(C(=O)c2cnc(C)cn2)CC1	-9	1	4	-8	-3	-6	-5	-9
21	CC(O)c1nc2ccccc2n1C1CCCCC1 (stereo unspecified)	-5	3	-15	-1	-8	-3	4	-2
22	NS(=O)(=O)c1ccc(CCNC(=O)CSc2nc3ccsc3c(=O)n2CCCCCC(=O)O)cc1	-14	0	4	5	-4	-5	9	-15
23	COCCOC(=O)c1c(C)oc2ccc(OC(=O)c3ccco3)cc12	0	0	7	6	7	-12	4	-3
24	CCOC(=O)N1CCC(NC(=O)c2cc3c(=O)n(C)c4ccccc4c3n2C)CC1	38	0	-4	7	9	11	-53	1
25	CCn1c(SCC(=O)NNC(=O)Cc2ccccc2)nnc1-c1ccncc1	-15	1	-11	-5	-3	2	4	2
26	CCOC(=O)c1ccc(NC(=O)c2nc[nH]c2C(=O)N2CCC(C)CC2)cc1	5	2	19	-7	15	-15	9	-9
27	CCOC(=O)N1CCN(Cc2ccc(O)c3ncccc23)CC1	-16	.	-6	-6	-6	0	.	-5
28	CC(C)OC(=O)c1ccc(NC(=O)CSc2nc3ncccc3[nH]2)cc1	9	-5	4	4	5	-4	-60	-19
29	COc1c2ccc(C(=O)NCCCCc3ccccc3)cc2nn1C	1	0	-2	-6	-4	1	i	5
30	COC(=O)CC1C(=O)NCCN1C(=S)Nc1ccccc1Cl (stereo unspecified)	-2	-1	-4	15	-10	-7	-2	-7

Some of these compounds in order of length of the SMILES, rising:
#	molecule	PfG6PD inh	SENP1 FRET inh	Apaf1 inhib	HKDC1 inhibitor	SENP7 inh	SENP8 block-2	SENP8 block-1	SENP6 inh
21	CC(O)c1nc2ccccc2n1C1CCCCC1 (stereo unspecified)	-5	3	-15	-1	-8	-3	4	-2
7	CC(=O)c1c(O)cc(O)c(C(C)=O)c1O	-21	-2	6	-6	2	-2	45*	1
13	CCn1cnc2cc(NCc3ccc(C)cc3)ccc21	19	-15	-6	3	-9	-13	-118	-20
11	Cn1sc(=O)c2cc(S(=O)(=O)NC3CC3)ccc21	66*	-3	1	-2	8	-7	-26	-27
27	CCOC(=O)N1CCN(Cc2ccc(O)c3ncccc23)CC1	-16	.	-6	-6	-6	0	.	-5
8	O=C1Nc2cc(Cl)c(Cl)cc2N(O)N1c1ccc(Cl)cc1	-5	2	-21	-2	-2	-3	8	-11
23	COCCOC(=O)c1c(C)oc2ccc(OC(=O)c3ccco3)cc12	0	0	7	6	7	-12	4	-3
10	CC1=C(C(=O)N(C)C)C(c2ccccc2OC(F)F)NC(=O)N1 (stereo unspecified)	3	-4	-1	-9	5	-8	0	-6
25	CCn1c(SCC(=O)NNC(=O)Cc2ccccc2)nnc1-c1ccncc1	-15	1	-11	-5	-3	2	4	2
28	CC(C)OC(=O)c1ccc(NC(=O)CSc2nc3ncccc3[nH]2)cc1	9	-5	4	4	5	-4	-60	-19
15	Cc1ncc([N+](=O)[O-])n1CCOC(=O)c1cc(Cl)cc(Cl)c1N	3	-2	9	6	-2	-9	-148	-16
20	CCOC(=O)C1(Cc2cccc(F)c2)CCN(C(=O)c2cnc(C)cn2)CC1	-9	1	4	-8	-3	-6	-5	-9
16	COc1ccc(NC(=O)CSCC(=O)N(C)CC(=O)Nc2c(C)cccc2C)cc1	0	1	-1	-1	1	-5	2	-1
24	CCOC(=O)N1CCC(NC(=O)c2cc3c(=O)n(C)c4ccccc4c3n2C)CC1	38	0	-4	7	9	11	-53	1
22	NS(=O)(=O)c1ccc(CCNC(=O)CSc2nc3ccsc3c(=O)n2CCCCCC(=O)O)cc1	-14	0	4	5	-4	-5	9	-15

Back to the main list with the 2 entries that preceded the break.
#	molecule	PfG6PD inh	SENP1 FRET inh	Apaf1 inhib	HKDC1 inhibitor	SENP7 inh	SENP8 block-2	SENP8 block-1	SENP6 inh
29	COc1c2ccc(C(=O)NCCCCc3ccccc3)cc2nn1C	1	0	-2	-6	-4	1	i	5
30	COC(=O)CC1C(=O)NCCN1C(=S)Nc1ccccc1Cl (stereo unspecified)	-2	-1	-4	15	-10	-7	-2	-7
31	C[C@H](CO)N1C[C@H](C)[C@@H](CN(C)C(=O)NC2CCCCC2)Oc2c(NC(=O)CCC(F)(F)F)cccc2C1=O	5	1	-9	-6	9	-8	7	-16
32	Cc1ccc(N2CC(C(=O)Nc3c4c(nn3C(C)(C)C)CS(=O)(=O)C4)CC2=O)cc1C (stereo unspecified)	3	-1	-3	-7	10	-2	10	-3
33	CC(C)C(NS(=O)(=O)c1cccc2nsnc12)C(=O)NCc1ccco1 (stereo unspecified)	4	0	-19	-8	7	0	30	3
34	Cc1ccc(N=Cc2cc(Br)cc(Cl)c2O)cc1	13	-29	3	5	-2	7	-53	19
35	COc1ccc(N2CCN(C(=O)c3ccc(COc4ccc([N+](=O)[O-])cc4)o3)CC2)cc1	4	1	24	-4	-6	-5	7	-3
36	Cc1cccn2c(=O)c3cc(C(=O)NCc4ccc(F)cc4)c(=N)n(CC4CCCO4)c3nc12 (stereo unspecified)	-5	-34	8	-16	1	1	-393	-19
37	O=C(O)/C=C1\NC(=O)c2ccccc21	-1	0	8	-3	-7	-14	27	-26
38	CCOc1ccc2nc(C)cc(C(=O)O)c2c1	4	3	-24	-6	3	-4	-265	2
39	CC(C)CC(=O)Nc1ccc(-c2cn3ccsc3n2)cc1	-16	1	-1	3	-12	-16	8	2
40	O=C(CCC1=NS(=O)(=O)c2ccccc2N1)NC1CCCCCCC1	-15	1	16	-3	10	2	-3	0
41	COc1ccc(NS(=O)(=O)c2ccc(Cl)s2)cn1	5	-6	-19	-2	-5	4	5	-17
42	CCCCn1nc(C(=O)Nc2ccc(S(=O)(=O)Nc3ncccn3)cc2)c2ccccc2c1=O	-9	0	1	-3	2	5	15	-4
43	Cc1c(Cl)cnc(NC(=O)COC(=O)c2ccc3ncsc3c2)c1Cl	4	-10	-1	-6	-2	-8	-10	-13
44	COc1ccc(NC(=O)C(C)N(c2ccc(C)cc2)S(C)(=O)=O)cc1 (stereo unspecified)	-6	4	-13	-11	5	5	15	-2
45	CCOCCCNCc1cc(Cl)ccc1OCC	-3	-1	-11	-9	-2	-4	2	-24
46	O=C(Nc1cccnc1)c1c(F)c(F)c(F)c(F)c1F	3	0	-3	-8	-4	4	8	-1
47	CCC(=O)Nc1c(-c2ccc(C)cc2)nc2ccc(C)cn12	1	-1	-9	-2	-2	5	-305	11
48	Oc1cncc(Cc2ccccc2)c1	-2	1	-16	2	-6	-10	-1	1
49	Cc1ccccc1CCNC(=O)C1CC(O)CN1C(=O)Nc1ccccc1 (stereo unspecified)	-9	-5	-7	-4	11	0	9	8
50	COC(CN(C(=O)CCl)C(C(=O)NC1CCCCC1)c1ccc(Cl)cc1)OC (stereo unspecified)	2	-7	-6	-2	2	-5	-18	-2
51	COC(=O)C1CCN(Cc2cc(=O)oc3cc(C)c(Cl)cc23)CC1	-2	-2	9	8	-5	3	10	-7
52	Cc1cc(NC(=O)C2C3C=CC(C3)C2C(=O)O)no1 (stereo unspecified)	-9	2	-17	6	4	4	8	-1
53	Cc1ccc(N(C(=O)c2ccc(S(=O)(=O)N3CCOCC3)cc2)C2C=CS(=O)(=O)C2)cc1 (stereo unspecified)	-30	1	-4	-3	-6	-8	7	-4
54	CCn1cc(/C=C(\NC(=O)c2ccccc2F)C(=O)N2CCCC2)c2ccccc21	4	-6	6	1	-8	-10	5	9
55	CCC(C)n1c(=O)c(C(=O)Nc2ccccc2S(N)(=O)=O)c(O)c2ccccc21 (stereo unspecified)	9	3	1	7	3	6	-157	-2
56	CCOc1cccc(CN2CCC(n3nccc3NC(=O)c3ccc4c(c3)OCO4)CC2)c1	-12	1	18	-9	5	1	3	-3
57	Cc1ccc(C)c(OCC(O)CN2CCc3ccccc3C2)c1C (stereo unspecified)	5	0	14	0	-2	5	18	-16
